AmpC inh detg: AmpC beta-lactamase inhibition with detergent present; AmpC hydrolysis of nitrocefin, absorbance 480 nm, 0.01% Triton; 370,000 compounds, 0.041% hits; P00811; AID 485294; Potency, µM (doses to about 114 µM), for inactives: top-dose activity change, negative = inhibition, usual class: inhibitors;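 also: potency is read from the fitted curve at half-maximal effect; 0% = no-compound wells and -100% = no-enzyme wells; nearly all actives have a fitted effect of over 25% in size; some results filed as inactive show a strong effect at the top dose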
Target sequence (P00811 whole entry, looked up): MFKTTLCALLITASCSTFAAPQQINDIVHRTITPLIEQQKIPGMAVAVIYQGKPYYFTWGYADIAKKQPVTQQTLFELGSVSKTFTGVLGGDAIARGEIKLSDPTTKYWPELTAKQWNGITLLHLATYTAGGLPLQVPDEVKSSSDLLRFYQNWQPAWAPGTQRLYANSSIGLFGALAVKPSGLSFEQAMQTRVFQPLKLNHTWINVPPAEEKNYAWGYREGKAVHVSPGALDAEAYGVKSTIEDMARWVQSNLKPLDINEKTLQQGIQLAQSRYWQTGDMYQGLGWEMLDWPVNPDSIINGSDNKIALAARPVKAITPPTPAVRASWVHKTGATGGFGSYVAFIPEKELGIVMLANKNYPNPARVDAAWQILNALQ
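20 mM phosphate pH 7.0 + 0.01% (detergent screen) or 0.0001% Triton X-100; 5.3 nM AmpC reagent; cpd preinc 15 min RT; nitrocefin (800 uM stock) to start; A480 q20 s × 4 min; Activity was normalised to no-enzyme and no-compound control wells.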
AMA1-RON2 inh: AMA1-RON2 (P. falciparum) interaction inhibition. AlphaScreen AMA1-biotinylated RON2 peptide binding. 360,000 compounds, 0.2% hits. Potency, µM (doses to about 58.2 µM), for inactives: at the top dose activity change, negative = inhibition, hits mostly inhibitors;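 also: potency is read from the fitted curve at half-maximal effect; 0% = vehicle wells and -100% = peptide control; nearly all actives have a fitted effect of over 45% in size; some results filed as inactive show a strong effect at the top dose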
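AMA1 (3D7) with his tag at 25 nM final met compounds first, then biotinylated RON2 peptide at 25 nM; detection used donor plus acceptor beads, 10 µg/mL apiece, read by AlphaScreen after 30 min at room temperature.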
CHX counter: affects cycloheximide protein synthesis inhibition readout, counter-screen | cell reporter, cycloheximide protein synthesis inhibition counterscreen | max response, % | 300,000 compounds, 12% hits; in the data active = max response mostly above about 13%, no sharp cut-off; inactive = mostly below about 14%; also: read at 38.3 µM for the half of the compounds with a filed dose; 0% is about no effect
AmpC no deterg: AmpC beta-lactamase inhibition without detergent; P00811; AmpC nitrocefin hydrolysis, absorbance 480 nm, 0.0001% Triton; Potency, µM (highest dose often 57.1 µM), for inactives: at the highest dose activity change, negative = inhibition, usual class: inhibitors; 330,000 compounds, 0.52% hits; AID 485341;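 also: potency is read from the fitted curve at half-maximal effect; plate controls were no compound for no effect and no enzyme for full effect; nearly all actives have a fitted effect of over 20% in size; some results filed as inactive show a strong effect at the top dose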
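20 mM phosphate pH 7.0 + 0.01% (detergent screen) or 0.0001% Triton X-100; 5.3 nM AmpC reagent; cpd preinc 15 min RT; nitrocefin (800 uM stock) to start; A480 q20 s × 4 min; Activity was normalised to no-enzyme and no-compound control wells.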
Giardia FBPA inh: blocks Giardia fructose-bisphosphate aldolase activity; A8B2U2; purified Giardia FBPA; Potency, µM (highest dose often 59.6 µM), for the others: at the highest dose activity, negative = inhibition, hits mostly inhibitors; 290,000 compounds, 0.71% hits; also: potency is read from the fitted curve at half-maximal effect; % is scaled to controls: 0 for no effect and ±100 for the full control effect; nearly all actives have a fitted effect of over 55% in size
Target sequence (A8B2U2 whole entry, looked up): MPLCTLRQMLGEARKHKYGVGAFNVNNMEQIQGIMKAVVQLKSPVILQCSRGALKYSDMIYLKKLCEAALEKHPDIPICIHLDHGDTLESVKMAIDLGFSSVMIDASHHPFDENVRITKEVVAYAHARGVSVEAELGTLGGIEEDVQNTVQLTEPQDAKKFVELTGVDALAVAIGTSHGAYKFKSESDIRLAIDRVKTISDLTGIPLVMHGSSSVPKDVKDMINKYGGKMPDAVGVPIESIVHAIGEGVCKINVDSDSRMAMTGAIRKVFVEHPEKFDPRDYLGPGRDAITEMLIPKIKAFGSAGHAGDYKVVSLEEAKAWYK
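40 nM FBPA preincubated 10 min at RT with compound (up to 57.5 uM final), then substrate plus GAPDH/TPI/NAD/arsenate coupling and diaphorase/resazurin added. Fluorescence read after 20 min at RT, 525/598 nm.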
HCMV antiviral: human cytomegalovirus inhibition; HFF cells, HCMV-luciferase reporter, 72 h; active compounds read low; activity change, negative = inhibition, % at 57.5 µM; 410,000 compounds, 4.5% hits; in the data active = activity change below about -60%; inconclusive = no clear call, values can overlap the other calls; inactive = above about -39%; also: % is scaled to controls: 0 for no effect and ±100 for the full control effect
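Compounds were evaluated in HFFs infected with an HCMV luciferase reporter virus (MOI 1 PFU/cell). Luciferase in lysates collected 72 h post infection served as the replication measure.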
Shiga toxin inh: Shiga toxin inhibition. AID 2315. inhibition, % at 38.7 µM. Vero cells, Shiga toxin protein synthesis inhibition reporter. 290,000 compounds, 9.2% hits; in the data active = inhibition mostly above about 28%, no sharp cut-off; inactive = mostly below about 43%; also: 0% is about no effect
Starred values were filed as active, the others as inactive; ? = inconclusive; nt = not tested or not shown; & = joins results of further samples; [ ] = another dose, or the depositor's remark. Unless noted, calls follow the shape of the dose curve; as a rule, active = well fitted curve in the direction sought with a large enough effect; inconclusive = small, poorly fitted or top-dose-only effect, or another doubt; inactive = no such curve, though single readings can be large; an effect the other way counts as inactive or inconclusive.

SMILES	AmpC inh detg	AMA1-RON2 inh	CHX counter	AmpC no deterg	Giardia FBPA inh	HCMV antiviral	Shiga toxin inh
CCOc1ccc(NC(=O)N(c2ccccc2)c2ccccc2)cc1	?	3%	-4	-8%	9%	15	-4
O=C(CN1CCN(c2ccccn2)CC1)NC(=O)NC1CCCCC1	-7%	2%	0	29%	-4%	15	55
CC(=O)C1=C(C)NC(SCC(=O)c2ccccc2)=C(C#N)C1CC(C)C (stereo unspecified)	-8%	-1%	10	-38%	-6%	7	32
COc1ccc(CC(=O)Nc2ccccc2C(C)=O)cc1S(=O)(=O)N1CCOCC1	?	-10%	nt	98%[activator]	nt	-19	nt
CN(Cc1ccccc1)C(=O)COC(=O)Cc1ccc(Cl)cc1	nt	-5%	nt	20%	nt	0	nt
Cc1cccc(C)c1OCC(=O)Nc1ccc(NC(=O)c2ccco2)cc1	-3%	-7%	9	-25%	1%	-12	-1
COc1cccc(CN2CCN(Cc3cc(OC)c(OC)cc3OC)CC2)c1	1%	-27%	4	16%	14µM*	6	10
COC(=O)C1CCN(C(=O)/C=C/c2ccc3c(c2)OCO3)CC1	-17%	-3%	15*	-11%	4%	56	nt
Cc1nn(CCO)c(N)c1C1(O)C(=O)Nc2c(Cl)cc(Cl)cc21 (stereo unspecified)	4%	-6%	-1	-15%	-19%	10	-13
O=C(c1ccc2c(=O)n(Cc3ccccc3)c(=S)[nH]c2c1)N1CCCC1	?	7%	-4	-13%	-14%	?	-7
CC(=O)N1CCC2(CC1)C(C#N)=C(N)OC1=C2C(=O)CC(C)(C)C1	-1%	11%	6	-16%	-3%	-32	-18
O=C(Oc1ccc2ccc(=O)oc2c1)c1cccs1	-9%	3%	4	-24%	1%	7	8
COC(=O)c1c(NC(=O)C(=O)N2CCCCC2)sc2c1CC(C)(C)OC2	0%	51%[activator]	-3	118%[activator]	4%	-12	-9
CCCc1c(C(=O)Nc2cc(C)on2)cnn1-c1ccccc1	-3%	-4%	-1	-18%	2%	-29	15
Cc1nc2ccccc2nc1OCC(=O)Nc1ccc(F)cc1	0%	12%	-3	-23%	1%	-21	-3
COc1ccc(NC(=O)Nc2cc3oc4ccccc4c3cc2OC)cc1	2%	-3%	10	-39%	0%	-2	-18
COc1cc(C2c3c(-c4ccccc4)n[nH]c3C(=O)N2c2ccccc2)ccc1O (stereo unspecified)	?	-9%	-6	-27%	0%	21	-5
CCC1CCCCN1C(=O)CSc1nnc(CNC(=O)COc2ccc(Cl)cc2)o1 (stereo unspecified)	4%	10%	2	91%[activator]	5%	6	9
O=C(COC(=O)c1nc(Cl)ccc1Cl)NCCc1ccccc1	?	-17%	nt	0%	nt	-17	nt
CC1=C(C)/C(=N/OC(=O)c2cccc([N+](=O)[O-])c2)C=CC1=O	?	0%	56*	-13%	?	nt	90*

4 compounds drawn at random from those above:
SMILES	AmpC inh detg	AMA1-RON2 inh	CHX counter	AmpC no deterg	Giardia FBPA inh	HCMV antiviral	Shiga toxin inh
CC1=C(C)/C(=N/OC(=O)c2cccc([N+](=O)[O-])c2)C=CC1=O	?	0%	56*	-13%	?	nt	90*
O=C(Oc1ccc2ccc(=O)oc2c1)c1cccs1	-9%	3%	4	-24%	1%	7	8
COc1ccc(CC(=O)Nc2ccccc2C(C)=O)cc1S(=O)(=O)N1CCOCC1	?	-10%	nt	98%[activator]	nt	-19	nt
COC(=O)c1c(NC(=O)C(=O)N2CCCCC2)sc2c1CC(C)(C)OC2	0%	51%[activator]	-3	118%[activator]	4%	-12	-9

Going on with the list.
SMILES	AmpC inh detg	AMA1-RON2 inh	CHX counter	AmpC no deterg	Giardia FBPA inh	HCMV antiviral	Shiga toxin inh
CC(C)CCC(CC(C)O)c1n[nH]c(=S)n1-c1ccccc1 (stereo unspecified)	-13%	6%[2.32 µM]	9	-12%	-10%	13	-9
CCS(=O)(=O)N1Cc2ccccc2CC1C(=O)NCc1cccc(OC)c1 (stereo unspecified)	3%	33%[activator]	-2	123%[activator]	nt	-22	-15
Cc1ccc(/C=N/Nc2ccc3c(C(F)(F)F)cc(C(F)(F)F)nc3n2)cc1	?	4%	-1	-7%	1%	nt	-13
Cc1ccc2c(c1)cc1c(=O)n(CC(=O)N(C)c3ccccc3)nc(C)n12	-6%&-10%	-7%	2	-4%	nt	-28&-13	-3
CCCNC(=O)c1c(C)cc(=O)oc1C	-8%	-5%	-3	-10%	0%	-27	-7
CC(=O)c1ccc(NS(=O)(=O)c2ccc3c(c2)N(C)CCO3)cc1	-12%	-1%	-2	-59%	20%	?	-8
Cn1nc(C(F)(F)F)c(C(=O)Nc2ccc(F)cc2F)c1Sc1cccc(C(F)(F)F)c1	-5%	-7%	6	2%	-11%	33	6
O=C(Nc1ccc(OC(F)(F)F)cc1)C1=NCCN1	-13%	84%[activator]	40*	-9%	1%	11	38*
COc1cccc(CNc2nc3ccccc3n2CCN2CCCCC2)c1	2%	1%	0	3%	8%	-1	-18
CCNC(=O)N1c2ccc(OCC)cc2C(C)=CC1(C)C	-9%	?	25	-3%	3%	-36	26
CNCC(O)CN1CCN(c2ccccc2OC)CC1 (stereo unspecified)	2%	7%	11	-6%	-9%	25	23
Cn1ncc2nc[nH]c(=O)c21	7%	-3%	-3	-12%	6%	-4	-21
O=[N+]([O-])c1ccc(N2CCOCC2)cc1NCCCO	-6%	-19%	1	8%	-11%	12	-7
O=[N+]([O-])c1cc(Cl)ccc1NCCc1ccccn1	-11%	22µM*	18*	-14%	5%	-11	57*
O=C(COC(=O)CNC(=O)c1ccc(Cl)cc1)Nc1ccc(Cl)cn1	nt	6%	nt	-35%	nt	-22	nt
C=C(C)c1cccc(C(C)(C)NC(=O)N(C)C2CCN(C)CC2)c1	11%	-4%	-3	21%	3%	2	-18
O=c1c(-c2ccccc2)c(O)nc2ccccn12	1%	0%	-1	-15%	-7%	34	-11
O=C1CC(c2cccs2)CC(O)=C1C=NCCN1CCNCC1 (stereo unspecified)	?	37%[activator]	-1	-7%	7%	?	-3
CCC(=O)N=c1sc2c(C)cc(C)cc2n1CC(=O)OC	6%	11%	-4	-2%	-2%	-21	23
CCOC(=O)c1ccc(NC(=S)NN2CCN(C)CC2)cc1	-2%	52%[activator]	5	-29%	-8%	-31	18

Sorted by molecular weight (rising): part of the list above.
SMILES	AmpC inh detg	AMA1-RON2 inh	CHX counter	AmpC no deterg	Giardia FBPA inh	HCMV antiviral	Shiga toxin inh
CC1=C(C)/C(=N/OC(=O)c2cccc([N+](=O)[O-])c2)C=CC1=O	?	0%	56*	-13%	?	nt	90*
O=C1CC(c2cccs2)CC(O)=C1C=NCCN1CCNCC1 (stereo unspecified)	?	37%[activator]	-1	-7%	7%	?	-3
Cc1ccc2c(c1)cc1c(=O)n(CC(=O)N(C)c3ccccc3)nc(C)n12	-6%&-10%	-7%	2	-4%	nt	-28&-13	-3
Cc1cccc(C)c1OCC(=O)Nc1ccc(NC(=O)c2ccco2)cc1	-3%	-7%	9	-25%	1%	-12	-1

Carrying on:
SMILES	AmpC inh detg	AMA1-RON2 inh	CHX counter	AmpC no deterg	Giardia FBPA inh	HCMV antiviral	Shiga toxin inh
COc1ccc(S(=O)(=O)N(CC(C)C)C2CCS(=O)(=O)C2)cc1OC (stereo unspecified)	-14%	2%	nt	-7%	nt	-2	nt
CCOc1ccccc1NC(=O)c1c(NC(=O)CNCc2ccco2)sc2c1CCC2	-20%	nt	-1	-28%	6%	nt	-6
S=C(Nc1ccccc1Oc1ccccc1)NC1CCCC1	2%	24%	6	-12%	5%	?	11
Cc1cc(C)n(-c2nc3c(c(=O)[nH]c(=O)n3C)n2CC(O)COc2ccc(Cl)cc2Cl)n1 (stereo unspecified)	1%	0%	1	-8%	5%	-24	8
CC(C)c1ccc(C(=O)CN2C(=O)NC3(CCc4ccccc43)C2=O)cc1 (stereo unspecified)	nt	-19%	nt	-11%	nt	-17	nt
O=C(COC(=O)C1=COCCO1)Nc1ccc(Oc2ccccc2)cc1	3%	9%	12	-2%	-5%	26	2
COc1ccc2c(C)cc(SCn3nnc4ccccc4c3=O)nc2c1	-1%	-6%	7	-22%	0%	-65*	-6
CC/C(=N\N1CCCCCC1)c1c(O)n(-c2ccc(C)cc2)c(=O)[nH]c1=O	-3%	-11%[2.32 µM]	18*	-8%	-1%	-19	-5
O=C(NCc1cccnc1)c1cnc2ccccc2n1	9%	1%	-3	2%	2%	56	-10
O=C(Nc1ccccc1C(=O)NCCCN1CCOCC1)c1ccc(F)cc1	-10%	5%	1	-8%	nt	5	-8
CCn1c(=O)c(C(=O)NNC(=O)c2ccccc2)c(O)c2ccccc21	1%	98%[activator]	7	-25%	1%	24	2
O=c1c2ccccc2[nH]c(=S)n1CCCN1CCC(Cc2ccccc2)CC1	-11%	33%[activator]	-4	-19%	13%	?	-6
CCC(C(=O)O/N=C(\N)c1ccc(Cl)cc1)c1ccccc1 (stereo unspecified)	-20%	23%	9	-28%	-1%	5	-1
Cc1ccc2cc3c(NC(=O)CC(C)C)nn(C)c3nc2c1	-17%	16%	-2	119%[activator]	6%	-20	-9
